Compound activity (PubChem BioAssay)
TDP43 rescue = rescues yeast growth from TDP-43 toxicity; actives 1.8% (n = 410,000); TDP-43 expressing yeast growth rescue, BacTiter-Glo, 24 h; Potency, µM (series often up to 46.1 µM), for inactives: top-dose growth rescue (activation), usual class: activators; further: potency means the concentration at half of the fitted maximal effect; % of control where 0% means no effect; nearly all actives have a fitted effect of over 50% in size
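Luminescence from BacTiter-Glo reports growth of TDP-43-expressing yeast after 24 hr at 30 deg C with compound. Cells were raffinose-pregrown to mid-log, then seeded in galactose medium at OD600=0.02.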
PTHR1 agonist = activates the human parathyroid hormone receptor PTHR1; Q03431; HEK293 GP2 PTHR1 cells, GloSensor cAMP luminescence, 1 h; Potency, µM (highest dose often 115 µM), for the others: at the highest dose activation, hits mostly activators; actives 0.075% (n = 410,000); AID 743266; further: potency means the concentration at half of the fitted maximal effect; nearly all actives have a fitted effect of over 55% in size; some results filed as inactive show a strong effect at the top dose; inactives centre near -15; many of its hits are not listed in these tables
Target sequence (Q03431 whole entry, looked up): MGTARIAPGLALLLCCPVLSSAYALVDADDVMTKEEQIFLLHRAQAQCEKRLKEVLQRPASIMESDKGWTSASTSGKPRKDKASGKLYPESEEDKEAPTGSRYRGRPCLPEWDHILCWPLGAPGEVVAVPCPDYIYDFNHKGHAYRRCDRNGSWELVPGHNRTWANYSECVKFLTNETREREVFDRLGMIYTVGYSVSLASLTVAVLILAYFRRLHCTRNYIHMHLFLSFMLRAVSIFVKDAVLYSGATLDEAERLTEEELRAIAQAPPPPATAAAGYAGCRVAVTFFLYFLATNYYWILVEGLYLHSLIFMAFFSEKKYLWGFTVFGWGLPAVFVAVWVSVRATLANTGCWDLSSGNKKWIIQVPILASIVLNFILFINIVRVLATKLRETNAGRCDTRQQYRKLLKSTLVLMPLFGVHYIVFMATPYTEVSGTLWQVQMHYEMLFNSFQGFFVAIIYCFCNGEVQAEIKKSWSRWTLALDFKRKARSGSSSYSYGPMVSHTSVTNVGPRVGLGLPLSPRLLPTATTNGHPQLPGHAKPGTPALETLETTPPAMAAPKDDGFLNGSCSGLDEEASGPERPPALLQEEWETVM
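HEK-293-derived GP2 cells expressing PTHR1 and a GloSensor cAMP reporter, 3,000/well, plated overnight, given luciferin plus IBMX (each 0.5 mM as added) for 1 h at 37 °C, then compound for 1 h at 37 °C. Luminescence was read after 15 min at room temperature.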
Abeta rescue = compounds reversing amyloid beta toxicity in yeast; AID 1347071; yeast expressing A-beta42, growth rescue, OD600, 48 h; response scale: 0% DMSO, 100% iron-clioquinol control; Potency, µM (top dose mostly 46.1 µM), for inactives: top-dose growth rescue, usual class: activators; actives 0.063% (n = 410,000); further: potency means the concentration at half of the fitted maximal effect; nearly all actives have a fitted effect of over 55% in size
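Yeast growth medium received pinned compounds, then yeast cells expressing toxic A-beta were added; plates incubated at 30 C for 48 hr. Growth read as absorbance at 600 nm, normalized to DMSO and equimolar FeCl3 plus clioquinol controls.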
HEK293 tox = cytotoxicity counter-screen for GLP-1 receptor inverse agonists; HEK293 cAMP-luciferase reporter cells, luminescence, 24 h; Potency, µM (series often up to 38.3 µM), for the others: top-dose activity change, negative = inhibition, usual class: inhibitors; actives 0.13% (n = 410,000); AID 624418;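 further: loss of luciferase light is scored as toxicity; potency means the concentration at half of the fitted maximal effect; on the % scale 0 is the no-effect control and ±100 the full control effect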
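Quantitative HTS format, 1536 wells, 200 cells/uL seeded. Compounds: 23 nL, 24 h, 37 °C. Detection: luciferase reagent, luminescence at 12 min RT; decreased signal taken as cytotoxic.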
aSyn rescue = inhibitors of alpha-synuclein toxicity in yeast | Yeast expressing alpha-synuclein, growth rescue, BacTiter-Glo, 24 h | Potency, µM (series often up to 46.1 µM), for the others: top-dose growth rescue (activation), actives largely listed as activators | actives 0.14% (n = 370,000); further: potency means the concentration at half of the fitted maximal effect; % of control where 0% means no effect; nearly all actives have a fitted effect of over 65% in size
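Rescue of yeast growth: cells expressing toxic alpha-synuclein, induced in galactose at OD600 0.02, incubated with compound 24 h at 30 C. ATP luminescence quantified growth; inhibitors of toxicity appear as activators.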
Mm-Cpn inhibitor = M. maripaludis TRiC chaperonin inhibition; purified Mm-Cpn ATPase, ADP Transcreener TR-FRET; Potency, µM (doses to about 76.9 µM), for inactives: at the top dose activity, negative = inhibition, actives largely listed as inhibitors; actives 0.031% (n = 330,000); AID 504842; further: potency means the concentration at half of the fitted maximal effect; on the % scale 0 is the no-effect control and ±100 the full control effect; nearly all actives have a fitted effect of over 80% in size
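Inhibition of chaperonin ATP hydrolysis is measured as reduced ADP production, detected by competitive TR-FRET in which signal falls with ADP. Final enzyme 25 nM and ATP 10 uM, reacted 30 min at 37°C.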
GLP-1R inv ag = acts as inverse agonist at human GLP-1 receptor; HEK293 GLP-1R CRE-luciferase, luminescence, 24 h; GLP-1R form is constitutively active; Potency, µM (series often up to 38.3 µM), without a hit: top-dose activity change, negative = inhibition, usual class: inhibitors; actives 1.6% (n = 410,000); further: potency means the concentration at half of the fitted maximal effect; on the % scale 0 is the no-effect control and ±100 the full control effect; nearly all actives have a fitted effect of over 55% in size
Target sequence (P43220 whole entry, looked up): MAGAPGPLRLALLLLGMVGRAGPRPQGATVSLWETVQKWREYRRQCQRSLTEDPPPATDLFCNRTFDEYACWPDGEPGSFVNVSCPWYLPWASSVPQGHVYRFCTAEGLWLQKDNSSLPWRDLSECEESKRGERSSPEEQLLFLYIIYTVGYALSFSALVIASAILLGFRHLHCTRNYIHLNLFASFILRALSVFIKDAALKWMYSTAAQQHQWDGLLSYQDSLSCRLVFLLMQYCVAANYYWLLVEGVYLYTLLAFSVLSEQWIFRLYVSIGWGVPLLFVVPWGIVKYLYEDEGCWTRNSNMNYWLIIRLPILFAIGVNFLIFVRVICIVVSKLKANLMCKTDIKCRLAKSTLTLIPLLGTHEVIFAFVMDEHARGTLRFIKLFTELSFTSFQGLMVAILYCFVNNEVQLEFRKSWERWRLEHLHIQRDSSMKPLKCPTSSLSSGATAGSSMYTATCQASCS
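qHTS in 1536-well format: reporter HEK293 cells expressing constitutive GLP-1R activity in DMEM + 10% Nu serum, 24 hr with compounds at 37 deg C, luminescence read after 12 min with detection reagent.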
Akt phos inh = Akt phosphorylation inhibition. Neuro2A IGF-stimulated pAkt S473 HTRF, 20 min; stronger effect = lower value. activity change, % for hits at 50 µM. actives 0.32% (n = 360,000). AID 651550; in the data active means activity change below about -80%; inconclusive means mostly about -51% to -80%; further: on the % scale 0 is the no-effect control and ±100 the full control effect
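Neuro2A cells (4,500/well, DMEM with 0.5% FBS) were treated with compound at a single 50 µM final concentration, stimulated with 6 nM IGF for 20 min at 37 °C, and lysed. Phospho-Akt Ser473 was read by HTRF as 665/615 ratio ×10^4.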
FUS yeast rescue = suppressors of FUS proteinopathy in yeast; S. cerevisiae FUS-expressing, growth rescue, OD600, 24 h; Potency, µM (series often up to 76.6 µM), for the others: at the highest dose growth rescue (activation), hits mostly activators; actives 0.24% (n = 390,000);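 further: potency means the concentration at half of the fitted maximal effect; plate controls were DMSO vehicle for no effect and reference control for full effect; nearly all actives have a fitted effect of over 55% in size; some results filed as inactive show a strong effect at the top dose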
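Absorbance at 600 nm, taken 24hr after compound addition, measured rescue of FUS-yeast growth at 30C. Induction used 2% galactose with seeding at OD 0.005. Controls: CP55940 from 92uM final, DMSO only.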
Starred values were filed as active, the others as inactive; i = inactive; ? = inconclusive; · = no result given; [ ] = dose if it differs, or a comment. Unless noted, the call rests on the fitted dose curve; in most records, active means well fitted curve in the direction sought with a large enough effect; inconclusive means small, poorly fitted or top-dose-only effect, or another doubt; inactive means no such curve, though single readings can be large; an effect the other way counts as inactive or inconclusive.

Below each compound: TDP43 rescue | PTHR1 agonist | Abeta rescue | HEK293 tox | aSyn rescue | Mm-Cpn inhibitor | GLP-1R inv ag | Akt phos inh | FUS yeast rescue
- O=C1C2C3C=CC(C4CC34)C2C(=O)N1/N=C/c1cccs1 (stereo not drawn)
  17% | -10% | 6% | -22% | 3% | 2% | ? | i | ·
- Nc1ncnc2nc(SCC(=O)N3CCN(c4ccccc4)CC3)[nH]c12
  -22% | -12% | 6% | 2% | 0% | 0% | -1% | i | 25%
- COc1ccc(NC(=O)C2CCN(S(=O)(=O)c3ccc(C)cc3)CC2)cc1OC
  13% | -10%[57.5 µM] | -7% | 11% | 0% | 1% | -1% | i | 26%
- CC1Cn2cc(C(=O)Nc3ccccc3C(F)(F)F)c(=O)c3c(Cl)ccc(c32)O1 (stereo not drawn)
  ? | i | 4% | -7% | · | -13% | -2% | · | 11%
- Cc1cc(C)cc(N(CCC#N)C(=O)COC(=O)CCc2c[nH]c3ccccc23)c1
  -6% | -11% | 0% | -22% | 14% | -2% | ? | i | ·
- Clc1ccc(-c2nc(N3CCCCC3)nc3ccccc23)cc1
  -4% | i | -33%[inhibitor] | 233%[activator] | -14% | -5% | ? | i | ?
- COc1ccc(-c2nc(S(=O)(=O)c3ccc(C)cc3)c(NCc3ccccc3)o2)cc1
  10% | i | -2% | -6% | · | · | ? | · | -23%
- Cc1c(C(=O)O)cccc1-c1ccc(C=O)o1
  15% | i | 6% | -6% | 0% | -4% | 1% | i | ·
- O=C1CCc2cc(S(=O)(=O)N3CCN(C(=O)c4ccco4)CC3)ccc2N1
  -12% | i | -43% | 2% | 2% | 2% | 55%[activator] | i | 12%
- Cc1cccc(-c2noc(-c3ccccc3C(=O)NCc3ccco3)n2)c1
  23% | -39%[inhibitor] | -7% | 1% | 21% | 0% | ? | i | 11%
- CCN(CC)CCn1c(=N)n(CCOc2ccccc2)c2ccccc21
  -6% | i | -13% | ? | 5% | 1% | 0% | i | 15%
- CCCCn1c(O)c(N=Nc2ccccc2O)c2ccccc21
  18% | i | 5% | 2% | 10% | -6% | ? | i | -5%
- CCOC(=O)Cn1c(=O)oc2cc(S(=O)(=O)N3CCN(C(=O)OCC)CC3)ccc21
  19% | i | 7% | -11% | 0% | -5% | 11% | i | 11%
- CCn1nc(NC(=O)COC)c2cc3cc(C)ccc3nc21
  18% | i | -28% | 58%[activator] | 3% | -2% | 19% | i | -15%
- COc1ccc(C2CC(c3ccccc3)=NN2C(=O)COC(=O)C2CC2)cc1 (stereo not drawn)
  3% | -20% | 17% | -3% | 28% | 1% | ? | i | ·
- CCCNC(=O)C(Cc1ccc(Cl)cc1)NC(=O)c1ccc(-c2ccccc2)cc1 (stereo not drawn)
  -16% | -37%[inhibitor] | -2% | -1% | 1% | 4% | 12% | i | 7%
- Brc1ccc(-c2cn3nc4c(nc3n2)CCCC4)cc1
  11% | -17% | -20% | 304%[activator] | -3% | -3% | ? | i | -6%
- Cn1c(=O)c2c(-c3ccccc3)n(CCCO)cc2n(C)c1=O
  8% | i | 16% | -1% | · | · | -9% | · | -3%
- CCOC(=O)CSc1nnc(-c2ccncc2)o1
  -2% | i | -3% | 17% | -1% | -2% | 1% | i | -14%
- CCc1c(C2(O)CCCCC2)[nH]c2ccc(C#N)cc12
  9% | -18% | -2% | -11% | 1% | · | ? | i | -24%
- CCOc1ccc(N(CC(=O)Nc2cccnc2)S(=O)(=O)c2ccc(C)cc2)cc1
  -26% | i | -1% | 4% | -4% | -1% | ? | i | 39%
- CCc1c(C)nc(N)nc1Cl
  9% | i | -4% | 2% | -5% | 0% | 40%[activator] | i | -27%
- Nc1cc(N)c(OCC(F)(F)F)cc1OCC(F)(F)F
  12% | -1%[57.5 µM] | -7% | -11% | -11% | -21% | 32%[activator] | i | 36%
- CCCc1ncc(CN2CCCC(C(=O)Nc3ccc(-c4cccc(OC)c4)cc3)C2)cn1 (stereo not drawn)
  20% | -29% | -16% | -3% | -4% | 1% | ? | i | 25%
- CCCCNC(=O)c1ccc2c(c1)N(CC)C(=O)CS2
  -6% | i | 8% | -2% | 4% | 3% | 14% | i | 12%
- Cc1cccc(CN(C)C[C@H]2OCc3cnnn3CCCC(=O)N([C@H](C)CO)C[C@@H]2C)c1
  0% | -16% | -9% | -35% | -3% | · | 12% | i | -24%
- N/C(=N\OC(=O)C1CCCCC1)c1cccc([N+](=O)[O-])c1
  24% | -10% | 2% | 2% | -11% | -3% | 2% | i | -9%
- CC1=C(C(=O)OCC2CCCO2)C(c2ccc(C)cc2)C2=C(CCCC2=O)N1 (stereo not drawn)
  16% | i | -6% | 5% | -3% | 0% | 15% | i | 5%
- O=C(CSc1nn(-c2ccc(F)cc2)c(=S)s1)N1CCN(C(=O)c2ccco2)CC1
  -5% | i | -11% | -6% | 5% | -1% | 4% | i | 2%
- Cc1ccc(S(=O)(=O)N2[C@H](CC(=O)c3cccc4ccccc34)OC[C@@H]2C)cc1
  2% | -25% | -7% | -5% | 8% | · | -29% | i | 33%
- Cc1ccc(-n2ccn(CC(=O)c3ccc(F)cc3)c(=O)c2=O)cc1C
  6% | -38%[inhibitor] | 9% | -2% | · | · | 17% | · | 10%
- Cc1ccc(CC2CC(=O)N(CCc3ccc4c(c3)OCO4)C2=O)cc1 (stereo not drawn)
  28% | -6%[57.5 µM] | 16% | -6% | 5% | 0% | ? | · | 5%
- O=C(OCc1nc2ccccc2[n+]([O-])c1C(=O)c1ccccc1)c1cccs1
  13% | -21% | 11% | -5% | 1% | 1% | -18% | i | 1%
- COCCn1nnnc1C(c1ccc(O)c(OC)c1)N1CCc2ccccc2C1 (stereo not drawn)
  -33% | 2% | 11% | 9% | -6% | -1% | 4% | i | 1%
- O=C(Nc1ccccc1)N1CCC(C(=O)N(Cc2ccco2)Cc2cccs2)CC1
  16% | -5%[57.5 µM] | 17% | -9% | 5% | -1% | 0% | i | 19%
- O=C(O)/C=C/C(=O)c1c(-c2ccccc2)[nH]c2ccccc12
  6% | -32%[inhibitor] | 3% | -9% | -1% | -3% | ? | i | -5%
- Cc1ccc(N2CCN(C(=O)C3CCC(=O)N(Cc4ccc(Cl)cc4)C3)CC2)c(C)c1 (stereo not drawn)
  4% | -45%[inhibitor] | 3% | -10% | 23% | 0% | ? | i | ·
- CC(=O)Nc1ccc(CN2CCC(n3nccc3NC(=O)CCc3ccccc3)CC2)cc1
  14% | i | 8% | -1% | -1% | -1% | 9% | i | -12%
- COc1ccc(C23CC4CC(CC(C(=O)O)(C4)C2)C3)c(F)c1
  ? | i | -44%[inhibitor] | -14% | -13% | 0% | 4% | i | 9%
- CCOc1ccccc1N(CC(=O)NC(C)(C)C)C(=O)c1ccc(CN2CCOCC2)o1
  -10% | -4%[57.5 µM] | -6% | -11% | 0% | 1% | 4% | · | 19%
- Cc1cc(C)c(C#N)c(SCS(=O)Cc2ccc(Cl)cc2)n1 (stereo not drawn)
  ? | -6%[57.5 µM] | 9% | -8% | 5% | -2% | 0% | i | 18%
- O=C(Nc1ccc(N2CCOCC2)cc1)C1CCN(C(=O)OCc2ccccc2)CC1
  7% | -9% | 16% | 3% | -2% | -3% | 2% | i | 29%
- COCCCn1c(C)nnc1-c1cnn(-c2ccccc2)c1N
  1% | -14% | -7% | 4% | -1% | -2% | 2% | i | -9%
- C/C(=N\NC(=O)c1ccc(N/N=C(\C)c2ccc(O)cc2)cc1)c1ccc(O)cc1
  27% | -1% | -4% | -2% | 14% | 6% | -28% | i | 6%
- COC(=O)C1CN(S(=O)(=O)c2ccccc2)CCN1S(=O)(=O)c1ccccc1 (stereo not drawn)
  -13% | -8%[57.5 µM] | 9% | 1% | 1% | 2% | 0% | i | 23%
- CC(C)NC(=O)C(=O)c1cn(C)c2ccccc12
  0%[9.22 µM] | -2% | 0% | -10% | 11% | 0% | 9% | i | -7%
- CCn1cc(C(=O)O)c(=O)c2cnc(N3CCN(C(=S)NC(=O)c4ccc(Br)cc4)CC3)nc21
  -5% | -5% | 2% | -9% | 1% | 1% | 2% | i | -3%
- O=C(CCNC(=O)c1ccccc1Cl)Nc1ccc(Cl)c(C(F)(F)F)c1
  -5% | -2% | 1% | -4% | -6% | 2% | ? | i | -14%
- N#C/C(=C\c1cccnc1)c1ccc(Br)cc1
  29% | -30%[inhibitor] | 0% | -14% | -1% | 0% | 9% | i | -5%
- NC(=O)c1cccc(Nc2nc(C(N)COCc3ccccc3)cs2)n1 (stereo not drawn)
  6% | -6% | -17% | -4% | 0% | · | 24% | i | 3%
- CC1(C)CC(=O)C2=C(C1)NC(=S)C(C#N)C21CCCCC1 (stereo not drawn)
  13% | -12% | ? | -42% | 9% | -1% | 3% | i | 6%
- O=C(Cc1cccnc1)N[C@@H]1CC[C@H](CCn2cc(Cc3ccccc3)nn2)O[C@@H]1CO
  28% | -8% | 3% | 6% | -5% | · | 6% | i | -9%
- CCOc1cccc(C(=O)Nc2ccc(N(CC)CC)cc2)c1
  0% | -7% | 14% | -32% | -8% | -3% | 0% | i | 13%
- Cc1ccc(C(=O)/C=C/c2ccco2)c(O)c1
  ? | -26% | 4% | -14% | 3% | 0% | -27% | i | -6%
- CN(C)C1=NCCN1CC1CCCCCC1
  2% | -26% | -1% | 0% | -4% | -1% | -4% | i | -17%
- Cc1csc(NC(=O)CCC(=O)N(CC(=O)NC2CCCCC2)c2ccccc2)n1
  -9% | i | -4% | -3% | 3% | -1% | 2% | i | 26%

These rows are one share of the data; rates above refer to the full screens.
